Bioassay records from PubChem BioAssay.
Platelet DG rel: platelet dense granule release activity. human platelet-rich plasma, SFLLRN dense granule ATP release, luminescence. hit rate 0.22% among 300,000. inhibition, %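 (compounds screened at 7.5 µM in platelet-rich plasma)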;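 active = mean replicate score, as percent of positive control, at or above 50; inconclusive = mean below 50 but at least one replicate at or above 50; inactive = mean and every replicate below 50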
HIF activator: HIF pathway transcriptional activation. U2OS HRE-luciferase reporter, luminescence; normalized: DMSO 0%, desferrioxamine 100%. activation, % at 7.5 µM (by protocol). hit rate 0.32% among 300,000;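 active = mean activation of at least 10% of the iron chelator positive control signal, with at least half of replicates also reaching 10%; inconclusive = mean and replicate majority disagree about reaching 10%; inactive = mean and most replicates under 10%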
IEC-6 tox: IEC-6 cytotoxicity, counter-screen for KLF5 inhibitors; luminescence viability; inhibition, % at 5 µM; hit rate 0.78% among 290,000; AID 1825; in the data active = inhibition above about 22%;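 also: 0% = plate median of test compound wells and 100% = cytotoxic reference compound wells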
KLF5 inh: kruppel-like factor 5 inhibition; DLD-1 KLF5 promoter-luciferase reporter, luminescence; inhibition, % at 5 µM; hit rate 0.23% among 290,000;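 active = inhibition above a per-plate limit of that plate's mean compound inhibition plus 3 SD, cut at about 60% in these data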;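 also: 0% = DMSO wells and 100% = LY294002 at 200 µM; higher means less KLF5 promoter-driven luciferase light; inactives centre near -14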
HSF1 activator: increases HSF-1 driven luciferase reporter signal; NIH3T3-HGL HSF-1 luciferase reporter, MG132, 8 h; 100% = twice DMSO control signal; activation, % at 9 µM; hit rate 1.7% among 300,000; AID 504408;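 active = mean replicate activation of at least 50% with a set share of replicates each reaching 50%; inconclusive = only one of those two conditions met; inactive = mean below 50% and too few replicates reaching it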;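 also: 0% = median of the neutral control wells and 100% = twice that signal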
SKKanGAS inh: inhibitors of SKKanGAS S. pyogenes growth in kanamycin (SK-promoter or general growth effect) | AID 1662 | inhibition, % at 7.5 µM | BacTiter-Glo, 6 h | hit rate 1.3% among 300,000;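 active = mean replicate score, as percent of positive control median, at least 50; inconclusive = mean below 50 but one replicate at or above 50; inactive = mean and every replicate below 50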;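 also: strain carries kanamycin resistance gene driven by streptokinase promoter and grows in 40 µg/ml kanamycin; loss of luminescence reflects streptokinase promoter inhibition or plain growth inhibition; 0% = median of DMSO wells and 100% = positive control at its reference dose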
HSF1 inh: HSF1 inhibition; NIH3T3-HGL HSE-luciferase, MG132-induced, luminescence 8 h; hits give low values; activity change, negative = inhibition, % at 7.5 µM (by protocol); hit rate 0.77% among 300,000;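 active = more than half of replicate wells show activity change below -50%, luminescence cut by over half; inconclusive = some wells, but at most half, below -50%; inactive = no replicate well below -50%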;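 also: luciferase reports HSF-1 transcriptional activity via heat shock element; 0% = median of DMSO wells and -100% = zero luminescence signal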
AI-2 QS mod: Vibrio harveyi AI-2 quorum sensing modulation; Vibrio harveyi JMH597 AI-2 luminescence/OD600 ratio, 9 h; hits give low values; strain lacks LuxN and CqsS sensors; 0 = neutral-control median; activity change, % at 7.5 µM; hit rate 0.4% among 300,000; in the data active = activity change below about -75%, passing the limit was not always enough; inconclusive = no clear call, values can overlap the other calls;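 also: luminescence divided by OD600 gain over 9 h not by final OD600 alone; inactives centre near 13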
aSyn 5UTR inh: 5' untranslated region of α-synuclein, MLPCN primary screen; hit rate 0.82% among 300,000; AID 1813; inhibition, % (tested at 7.5 µM); alpha-synuclein 5'UTR reporter, inhibitor activity; in the data active = inhibition above about 60%; inconclusive = no clear call, values can overlap the other calls;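 also: H4 neuroglioblastoma cells stably carrying SNCA 5'UTR luciferase fusion; 0% = DMSO wells and 100% = positive control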
HSP90 inh: blocks HSP90-mediated luciferase refolding in reticulocyte lysate; AID 1789; Rabbit reticulocyte lysate, luciferase refolding luminescence, 3 h; hit rate 0.91% among 290,000; inhibition, % at 5.6 µM;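 active = inhibition above the screen-wide mean plus 3 SD, computed separately per campaign, cut at about 16% in these data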;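 also: 0% = DMSO wells and 100% = 60 µM geldanamycin wells; inhibitors lower the luminescence because luciferase stays unfolded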
Numbers without * were called inactive; u = inconclusive; x = no result given.

SMILES	Platelet DG rel	HIF activator	IEC-6 tox	KLF5 inh	HSF1 activator	SKKanGAS inh	HSF1 inh	AI-2 QS mod	aSyn 5UTR inh	HSP90 inh
O=c1c2ccccc2nc(/C=C/c2ccc(Br)cc2)n1CCO	-1	-0.1	x	x	18	6	2	28	10	x
O=C(CN(Cc1cccs1)C(=O)CCC(=O)Nc1nccs1)NCc1ccccc1	2	x	2	-20	-2	5	0	14	-6	2
COc1cc(C2CC(=O)C3=C(C2)Nc2ncnn2C3c2cccs2)cc(OC)c1OC (configuration not stated)	2	-0.1	9	16	8	3	1	13	-2	5
Cc1cnc(C(=O)OCC(=O)NC2CCCCCC2)cn1	-6	0.0	2	-29	21	-13	23	26	-1	3
O=C(CSc1ccccn1)NCc1ccc2c(c1)OCO2	1	1.4	0	-45	27	-5	2	1	-52	-1
Cc1ccc(C(=O)NC2CCSC2=O)cc1 (configuration not stated)	-5	-0.3	2	-47	-3	-7	-5	21	-16	4
CN(C)c1nnnn1-c1ccc(Cl)cc1	3	-0.1	8	9	-2	-4	-9	-1	3	1
CS(=O)(=O)N(CC(=O)N1CCN(c2ccc(F)cc2)CC1)c1ccc(F)c(Cl)c1	8	-0.3	-2	-16	-1	-1	10	5	21	-2
COc1ccc(NC2SC(=O)N(CC(=O)O)C2=O)cc1 (configuration not stated)	6	1.5	-10	-35	-53	9	-42	25	-25	4
O=C(CC(Nc1ccccc1Cl)C(=O)OCC(=O)c1cccs1)c1ccccc1 (configuration not stated)	-7	0.3	4	-2	-61	8	-58*	12	-119	32*
CCCCN(C)C(=O)c1ccc2c(c1)N(CC)C(=O)c1ccccc1S2(=O)=O	6	0.3	1	-22	-11	-2	-6	19	10	1
Cc1cccc(NC(=O)C(C)SCc2nc3sc4c(c3c(=O)[nH]2)CCCC4)n1 (configuration not stated)	-7	-1.1	x	x	5	5	3	7	-14	x
CC(=O)c1cccc(N(CC(=O)Nc2ccc(S(=O)(=O)N3CCCC3)cc2)S(C)(=O)=O)c1	8	-0.5	4	-20	1	-3	0	18	12	8
COc1ccc(NC(=O)C/C(C)=N/NC(=O)c2cnccn2)c(OC)c1	3	0.3	3	-48	33	-4	12	25	10	-2
COC(=O)c1nnn(-c2nonc2N)c1COc1ccc(C=O)cc1OC	4	1.1	-5	-9	-4	5	3	-1	-7	4
COc1cccc(N2CCN(S(=O)(=O)c3c(C)[nH]c(C)c3C(=O)N3CCCCC3)CC2)c1	1	-0.6	-2	-1	41	-2	5	-3	-23	-3
O=C(Nc1ccccc1)Nc1ccc(F)c([N+](=O)[O-])c1	1	1.1	4	-49	15	2	0	-3	-52	-3
O=C(COc1ccc2c3c(c(=O)oc2c1)CCC3)NCC(O)c1ccccc1 (configuration not stated)	-21	-0.3	-5	-21	1	-1	-2	22	4	0
COc1ccccc1NC(=O)COc1ccc(Br)cc1CNC1CCCC1	1	-0.4	8	-43	x	-4	x	4	-19	1
CCNC(=S)NNC(=O)c1cc(-c2ccc(OCC)cc2)nc2ccccc12	103*	-2.3	14	81*	-55	43	-41	31	56	50*
CCc1nc2sc3c(c2c(=O)n1N)CCC3	-9	-0.3	-1	-8	-3	3	2	-4	10	-1
CSCCC(NC(N)=O)C(=O)N(C)CC(=O)Nc1cc(C)ccc1C (configuration not stated)	-3	-0.3	4	-20	-11	-3	-2	8	18	2
COc1cccc(C(=O)OCc2cc(=O)oc3c(C)c(C)ccc23)c1OC	-5	0.3	1	-10	8	-5	7	19	-6	3
CC(C)(C)Nc1nc(OCC(F)(F)F)nc(OCC(F)(F)F)n1	1	-15	0	-35	15	1	-7	10	-19	-1

Reprinted at random: 7 entries already listed, in no set order.
SMILES	Platelet DG rel	HIF activator	IEC-6 tox	KLF5 inh	HSF1 activator	SKKanGAS inh	HSF1 inh	AI-2 QS mod	aSyn 5UTR inh	HSP90 inh
CC(=O)c1cccc(N(CC(=O)Nc2ccc(S(=O)(=O)N3CCCC3)cc2)S(C)(=O)=O)c1	8	-0.5	4	-20	1	-3	0	18	12	8
Cc1cnc(C(=O)OCC(=O)NC2CCCCCC2)cn1	-6	0.0	2	-29	21	-13	23	26	-1	3
COc1cccc(C(=O)OCc2cc(=O)oc3c(C)c(C)ccc23)c1OC	-5	0.3	1	-10	8	-5	7	19	-6	3
COc1ccccc1NC(=O)COc1ccc(Br)cc1CNC1CCCC1	1	-0.4	8	-43	x	-4	x	4	-19	1
Cc1cccc(NC(=O)C(C)SCc2nc3sc4c(c3c(=O)[nH]2)CCCC4)n1 (configuration not stated)	-7	-1.1	x	x	5	5	3	7	-14	x
O=C(Nc1ccccc1)Nc1ccc(F)c([N+](=O)[O-])c1	1	1.1	4	-49	15	2	0	-3	-52	-3
Cc1ccc(C(=O)NC2CCSC2=O)cc1 (configuration not stated)	-5	-0.3	2	-47	-3	-7	-5	21	-16	4

Next part
SMILES	Platelet DG rel	HIF activator	IEC-6 tox	KLF5 inh	HSF1 activator	SKKanGAS inh	HSF1 inh	AI-2 QS mod	aSyn 5UTR inh	HSP90 inh
CN(C)CCN(C(=O)c1ccc2c(c1)OCCO2)c1nc2ccc(Cl)cc2s1	-4	2.7	0	-52	-1	-14	-4	-7	-159	2
c1ccc2c(c1)nnn2-c1ncnc2sc3c(c12)CCCC3	-4	0.2	-2	-38	28	-9	2	17	-33	-5
Cn1c(NC(=O)c2ccc(F)cc2)c(-c2ccccn2)c(=O)c2ccccc21	-3	-0.5	8	15	2	2	-10	15	6	7
COC(C[C@@H](O)[C@@H](C)[C@@H](O)COCc1ccccc1)OC	-2	0.1	x	x	0	0	-4	13	2	x
OCCNc1nc(Nc2cccc(O)c2)nc2ccccc12	-8	-0.9	-6	3	-13	9	-9	17	-6	-3
CCn1c(N2CCN(C(=S)NCC(C)C)CC2)nc2ccccc21	-8	0.0	5	-8	-2	-6	1	-8	27	-1
Cc1cc(C)cc(NC(=O)C(NCC2CCCO2)c2ccccc2)c1 (configuration not stated)	10	-0.4	-12	2	24	3	-2	19	7	-4
O=C1CC(CC(=O)N/N=C/c2ccccc2[N+](=O)[O-])=NN1	-3	0.1	10	-14	-1	7	4	20	-9	7
CC(=O)c1c(N2CCOCC2)nc2ccc(Br)cc2c1-c1ccccc1	6	-0.2	4	-12	u	9	16	19	6	3
O=C(NC(=S)Nc1ccc(CN2CCCCC2)cc1)c1ccco1	3	0.8	-2	-26	5	4	2	7	-31	0
O=C(NC1CC1)C1=C[C@H](c2coc3ccccc3c2=O)C[C@H](OCc2ccc(CO)cc2)O1	1	-0.1	x	x	4	-1	3	12	-1	x
CC(NC(=O)CCNS(=O)(=O)c1ccc2c(c1)c(=O)n(C)c(=O)n2C)c1ccccc1 (configuration not stated)	-2	-0.2	1	-30	2	3	4	10	14	6
Cc1nn(CCC#N)c(NC(=O)c2ccc(Cl)cc2Cl)c1P(=O)(Nc1ccc([N+](=O)[O-])cc1)N1CCOCC1 (configuration not stated)	-5	-0.4	2	-22	-5	3	-8	23	-10	12
C=CCNc1nc(NCCO)nc(N2CCCC2)n1	-4	-0.6	8	-14	10	4	-2	28	1	0
CC(C)(C)NC(=O)c1c(F)c(F)c(F)c(F)c1F	0	-0.4	6	-20	-79	1	-72*	19	-4	3
CCOC(=O)c1cc(C#N)c(N2CCN(c3ccc(OC)cc3)CC2)[nH]c1=O	8	-0.1	-6	-27	12	9	3	23	-20	-2
COc1ccc(OC)c2sc(N3CCN(C(=O)c4ccc5ncsc5c4)CC3)nc12	10	u	x	x	-9	12	-3	4	19	x
CCC(C)NC(=O)C(Sc1ccccc1)c1ccccc1 (configuration not stated)	-9	-0.1	2	-15	3	-3	0	0	31	-1
Cc1ccccc1CN(C)C(C)C(=O)NCc1ccccc1 (configuration not stated)	1	-1.9	1	-28	2	2	-4	12	31	2
NC(=O)NNc1ncc(C(F)(F)F)cc1Cl	-6	-0.8	6	-29	8	-13	-5	30	-9	2
Cc1noc(/C=C/N(C)C)c1S(=O)(=O)N1CCN(c2ccc(F)cc2)CC1	0	0.4	-4	-13	-69	24	-62*	12	-7	-3
Cc1nn(C)c(C)c1NC(=O)Nc1cccc(C(F)(F)F)c1	-1	0.1	0	0	-11	-6	-5	3	-3	-2
C=CCn1c(SCC(=O)N2CCCCC2)nc(O)cc1=O	-2	-0.4	1	-9	14	14	10	36	4	6
CCc1ccc2c(c1)C(NC(C)=O)C(=O)N2CC (configuration not stated)	22	0.1	-4	-30	-7	1	-2	28	-1	-2

Entries of single compounds, quoted from the list. Values in the order: Platelet DG rel, HIF activator, IEC-6 tox, KLF5 inh, HSF1 activator, SKKanGAS inh, HSF1 inh, AI-2 QS mod, aSyn 5UTR inh, HSP90 inh
Profile of `CCc1nc2sc3c(c2c(=O)n1N)CCC3` = -9, -0.3, -1, -8, -3, 3, 2, -4, 10, -1
Profile of `CCC(C)NC(=O)C(Sc1ccccc1)c1ccccc1` (configuration not stated) = -9, -0.1, 2, -15, 3, -3, 0, 0, 31, -1

(cont.)
SMILES	Platelet DG rel	HIF activator	IEC-6 tox	KLF5 inh	HSF1 activator	SKKanGAS inh	HSF1 inh	AI-2 QS mod	aSyn 5UTR inh	HSP90 inh
O=C(Nc1cc(C(F)(F)F)ccc1N1CCCCC1)c1ccc(Br)o1	-3	-0.2	0	-14	3	0	-4	10	12	-1
CCn1nc(C)cc1C(=O)N1CCCC(C(=O)c2ccc(OC)cc2C)C1 (configuration not stated)	-14	-0.3	-6	-10	17	8	3	-6	-4	-6
Cc1ccc(-c2ccc(=O)n(CC(=O)Nc3cccc(C(=O)N4CCN(C)CC4)c3)n2)cc1	13	-0.1	0	-29	13	3	15	10	12	-1
CC1=C(C(=O)Nc2cc(C(=O)NCCCOC(C)C)ccc2C)SCCO1	1	-1.2	-4	-3	1	-1	-5	31	18	-2
CCc1nnc(NC(=O)C2CCCN2C(=O)Nc2ccc(C)cc2)s1 (configuration not stated)	0	-0.9	-3	-8	0	4	-1	17	-14	-1
Cc1cc(=O)oc2cc(OCC(=O)c3ccc4c(c3)NC(=O)CO4)ccc12	-1	-0.3	-4	-16	-5	-20	-4	3	7	-3
Cc1ccc(-c2nc3c(c(=O)c4ccccc4n3C)c(=O)n2-c2ccccc2)cc1	18	-1.0	4	0	-9	9	-6	15	14	-2
CCc1cccc(NC(=O)CCC(=O)O)c1	-4	-0.6	6	-10	-4	2	-11	17	23	0
O=C(CSCCNS(=O)(=O)c1ccccc1)Nc1ccccc1	3	0.6	1	12	3	-6	-6	14	4	-2
N=C(N)CCCOc1ccccc1-c1ccccc1	-8	1.5	0	-17	-5	3	-6	1	2	2
Cc1c(C(=O)OC(C)C)sc2nc[nH]c(=O)c12	1	0.4	4	-27	-1	1	9	24	7	1
Cc1cc(NC(=O)CN(C)S(=O)(=O)c2cnc[nH]2)ccc1Br	-4	1.7	3	-61	17	4	8	24	-27	0
